Assay outcomes deposited in PubChem BioAssay by National Center for Advancing Translational Sciences (NCATS).
aSyn yeast inh: qHTS of alpha-syn Inhibitors; Yeast expressing alpha-synuclein, growth rescue, BacTiter-Glo, 24 h; Potency, µM (highest dose often 46.1 µM), inactives show at the top dose growth rescue (activation), most hits filed as activators; 370,000 compounds, 0.14% hits; also: potency is read from the fitted curve at half-maximal effect; % of control where 0% means no effect; nearly all actives have a fitted effect of over 65% in size
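Galactose-induced alpha-syn yeast (OD600=0.02, raffinose-pregrown) + pinned cpd, 24 hr, 30 deg C; growth by BacTiter-Glo luminescence. Growth restoration scores as activation.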
PTHR1 ag: qHTS for PTHR1 Agonists: Primary Screen; Parathyroid hormone/parathyroid hormone-related peptide receptor (Homo sapiens), Q03431; HEK293 GP2 PTHR1 cells, GloSensor cAMP luminescence, 1 h; Potency, µM (highest dose often 115 µM), for inactives: top-dose activation, actives largely listed as activators; 410,000 compounds, 0.075% hits; AID 743266, 2014; also: potency is read from the fitted curve at half-maximal effect; nearly all actives have a fitted effect of over 55% in size; some results filed as inactive show a strong effect at the top dose; inactives centre near -15; many of its hits are not listed in these tables
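HEK-293-derived GP2 cells expressing PTHR1 and a GloSensor cAMP reporter, 3,000/well, plated overnight, given luciferin plus IBMX (each 0.5 mM as added) for 1 h at 37 °C, then compound for 1 h at 37 °C. Luminescence was read after 15 min at room temperature.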
Abeta rescue: qHTS for compounds that reverse cellular toxicity of Amyloid beta (A-beta) peptide in yeast: Primary Screen | yeast expressing A-beta42, growth rescue, OD600, 48 h; response scale: 0% DMSO, 100% iron-clioquinol control | Potency, µM (top dose mostly 46.1 µM), inactives show at the top dose growth rescue, most hits filed as activators | 410,000 compounds, 0.063% hits | AID 1347071, 2019; also: potency is read from the fitted curve at half-maximal effect; nearly all actives have a fitted effect of over 55% in size
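Yeast growth medium received pinned compounds, then yeast cells expressing toxic A-beta were added; plates incubated at 30 C for 48 hr. Growth read as absorbance at 600 nm, normalized to DMSO and equimolar FeCl3 plus clioquinol controls.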
GLP1R inv ag: qHTS of GLP-1 Receptor Inverse Agonists (Inhibition Mode); Glucagon-like peptide 1 receptor (Homo sapiens), P43220; HEK293 GLP-1R CRE-luciferase, luminescence, 24 h; GLP-1R form is constitutively active; Potency, µM (series often up to 38.3 µM), without a hit: at the highest dose activity change, negative = inhibition, actives largely listed as inhibitors; 410,000 compounds, 1.6% hits; AID 624417, 2012; also: potency is read from the fitted curve at half-maximal effect; % is scaled to controls: 0 for no effect and ±100 for the full control effect; nearly all actives have a fitted effect of over 55% in size
Target sequence (P43220 whole entry, looked up): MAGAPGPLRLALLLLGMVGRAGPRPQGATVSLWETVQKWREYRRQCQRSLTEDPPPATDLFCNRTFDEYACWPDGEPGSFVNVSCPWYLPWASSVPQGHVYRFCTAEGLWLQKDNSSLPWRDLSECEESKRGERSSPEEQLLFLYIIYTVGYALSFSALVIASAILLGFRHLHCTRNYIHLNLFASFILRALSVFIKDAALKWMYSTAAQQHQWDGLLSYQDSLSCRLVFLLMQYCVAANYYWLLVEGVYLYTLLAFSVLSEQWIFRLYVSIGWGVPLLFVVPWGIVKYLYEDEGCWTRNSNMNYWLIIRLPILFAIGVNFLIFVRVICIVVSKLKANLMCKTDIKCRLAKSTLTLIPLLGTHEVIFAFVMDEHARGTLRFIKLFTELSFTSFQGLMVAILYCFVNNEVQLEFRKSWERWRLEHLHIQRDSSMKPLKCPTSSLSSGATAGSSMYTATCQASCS
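Inverse agonism was detected as reduced cAMP-driven luciferase luminescence after 24 h compound treatment. The cells were HEK293 clones expressing constitutively active human GLP-1R with the reporter. Reporter-only and GPR119 cell lines served as counterscreen controls.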
FUS yeast rescue: qHTS for Suppressors of FUS Proteinopathy: Primary screen using FUS-linked yeast assay | S. cerevisiae FUS-expressing, growth rescue, OD600, 24 h | Potency, µM (titrated, usually from 76.6 µM), without a hit: top-dose growth rescue (activation), usual class: activators | 390,000 compounds, 0.24% hits;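 also: potency is read from the fitted curve at half-maximal effect; plate controls were DMSO vehicle for no effect and reference control for full effect; nearly all actives have a fitted effect of over 55% in size; some results filed as inactive show a strong effect at the top dose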
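Compound concentration series was pinned onto galactose-induced FUS-expressing yeast seeded at OD 0.005. Plates sat 24hr at 30C; absorbance at 600 nm gave growth. DMSO served as background control.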
TDP-43 yeast inh: qHTS of TDP-43 Inhibitors. 410,000 compounds, 1.8% hits. TDP-43 expressing yeast growth rescue, BacTiter-Glo, 24 h. Potency, µM (top dose mostly 46.1 µM), inactives show top-dose growth rescue (activation), usual class: activators; also: potency is read from the fitted curve at half-maximal effect; % of control where 0% means no effect; nearly all actives have a fitted effect of over 50% in size
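In this qHTS, compounds that restore growth of yeast expressing TDP-43 appear as activators. Cells (OD600=0.02, galactose medium, raffinose-pregrown) are incubated with compound 24 hr at 30 deg C and growth is quantified by BacTiter-Glo.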
Akt phos inh: HTS Assay for Inhibitors of Akt Phophorylation: Primary Screen; Neuro2A IGF-stimulated pAkt S473 HTRF, 20 min; hits give low values; activity change, % for hits at 50 µM; 360,000 compounds, 0.32% hits; AID 651550, 2012; in the data active = activity change below about -80%; inconclusive = mostly about -51% to -80%; also: % is scaled to controls: 0 for no effect and ±100 for the full control effect
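Neuro2A cells in DMEM with 0.5% FBS, overnight at 37 deg C, given compound at single 50 µM final, then IGF (6 nM final) for 20 min at 37 deg C. Lysed; phospho-Akt Ser473 by HTRF after 24 h, 665/615 ratio.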
DRD3 antagonist: qHTS of D3 Dopamine Receptor Antagonist: qHTS; AID 652054, 2013; 360,000 compounds, 2.5% hits; D(3) dopamine receptor (Homo sapiens), P35462; max response, negative = inhibition, %; D3R cells, DiscoveRx beta-arrestin luminescence, antagonist mode; hits give low values; in the data active = max response below about -50%; inconclusive = no clear call, values can overlap the other calls; also: % is scaled to controls: 0 for no effect and ±100 for the full control effect; mostly tested at two doses, the higher about 12 µM
Target sequence (P35462 whole entry, looked up): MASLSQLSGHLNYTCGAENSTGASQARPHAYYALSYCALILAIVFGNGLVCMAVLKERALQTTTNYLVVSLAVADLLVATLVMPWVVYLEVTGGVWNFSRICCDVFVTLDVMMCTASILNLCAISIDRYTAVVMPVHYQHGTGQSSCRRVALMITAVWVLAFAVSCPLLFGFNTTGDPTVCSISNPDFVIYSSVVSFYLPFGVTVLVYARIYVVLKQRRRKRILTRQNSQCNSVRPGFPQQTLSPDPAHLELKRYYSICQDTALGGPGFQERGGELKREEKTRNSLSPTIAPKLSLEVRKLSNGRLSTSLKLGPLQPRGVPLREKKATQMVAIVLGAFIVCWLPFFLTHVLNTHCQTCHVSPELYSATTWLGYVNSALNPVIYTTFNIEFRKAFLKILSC
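Cells plated overnight at 1500 cells/well, then exposed to library compounds with dopamine controls for 90 minutes at 37 degrees C. DiscoveRx reagent added for 30–60 minutes at room temperature; luminescence read, quantitative HTS format.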
GLP-1R agonist: qHTS of GLP-1 Receptor Agonists; Potency, µM (top dose mostly 45.6 µM), for inactives: at the highest dose activation, most hits filed as activators; Glucagon-like peptide 1 receptor (Homo sapiens), P43220; 380,000 compounds, 0.007% hits; AID 624172, 2012; HEK293 GLP-1R CRE-luciferase, luminescence, 4-6 h; cells express a hypersensitive GLP-1R form; also: potency is read from the fitted curve at half-maximal effect; % of control where 0% means no effect
* = called active by the depositor; i = inactive; ? = inconclusive; . = no result given; [ ] = another dose, or the depositor's remark. Unless noted, calls follow the shape of the dose curve; as a rule, active = well fitted curve in the direction sought with a large enough effect; inconclusive = small, poorly fitted or top-dose-only effect, or another doubt; inactive = no such curve, though single readings can be large; an effect the other way counts as inactive or inconclusive. An excerpt; count on the stated rates, not on these rows.

Results follow in this order: PTHR1 ag, Abeta rescue, FUS yeast rescue, DRD3 antagonist, GLP-1R agonist, aSyn yeast inh, TDP-43 yeast inh, GLP1R inv ag, Akt phos inh
> Cc1ccc(S(=O)(=O)N2CCN(C(=O)COc3ccc(Br)cc3)CC2)cc1
  -35%[inhibitor], -3%, ., 2, 8%, 26%, 3%, 0%, i
> CC(C)C(=O)N1CCN(c2ccc(NC(=O)c3ccc4c(c3)OCCO4)cc2)CC1
  -21%, 5%, 10%, 8, 0%, -7%, 9%, 0%[7.66 µM], i
> COc1ccccc1-n1c(SCC(=O)Nc2ccc(NC(C)=O)cc2)nc2c([nH]c3ccccc32)c1=O
  -34%[inhibitor], -13%, ., -21, -2%, -2%, -7%, 6%, i
> C/C(CC(=O)Nc1ccc(Cl)cc1Cl)=N\NC(N)=S
  i, -12%, 20%, 7, 5%, 14%, 3%, 0%, i
> CC(C)NC(=O)/C(C#N)=C/c1ccc(N(C)C)o1
  i, -18%, -17%, -4, 4%, 0%, -5%, 18%, i
> Cn1c(N)c(C(=O)COC(=O)c2ccco2)c(=O)n(C)c1=O
  i, -2%, 23%, 15, -6%, 1%, 5%, 6%, i
> COc1ccc(NC(=O)CCn2cccc2)c(OC)c1
  -19%, -9%, -14%, 7, 6%, 0%, -2%, 2%, i
> O=C(NCCc1ccccc1)C1CCCN1C(=O)Nc1ccccc1 (stereo not given)
  -2%, -1%, -19%, 1, -1%, 3%, 5%, 8%, i
> COc1cccc(NC(=O)Cc2nnc(SCC(=O)NC(C)c3ccccc3)n2C)c1 (stereo not given)
  i, 5%, 25%, -18, -10%, -1%, 23%, 6%, i
> Cc1cc(=O)n2nc(-c3ccccc3)sc2c1C#N
  -9%[57.5 µM], -5%, 1%, 0, -4%, 1%, -3%, 1%, i
> O=C(O)C1CCCN(S(=O)(=O)c2ccc(-c3ccc(=O)[nH]n3)s2)C1 (stereo not given)
  i, 14%, -2%, 1, -5%, 0%, -4%, 12%, i
> CCN(CC(=O)N1CCN(Cc2ccccc2)CC1)S(=O)(=O)c1ccccc1
  -32%[inhibitor], 8%, 9%, ?, 4%, 3%, 2%, 1%, i
> Cc1ccc(S(=O)(=O)Nc2cc(C(F)(F)F)ccc2N2CCOCC2)c(C)c1
  -71%[inhibitor], 5%, ?, -25, 6%, 6%, -11%, ?, i
> CC(Cc1c[nH]c2ccccc12)C(=O)N1CCN(c2ccccc2F)CC1 (stereo not given)
  i, 0%, -8%, -28, -2%, 17%, 15%, ?, i
> CC(CN1CCCC1)OC(=O)c1ccc(Cl)cc1 (stereo not given)
  -39%[inhibitor], 9%, -15%, -54*, 7%, -4%, 1%, 6%, i
> Cc1cccc(-c2nc(N)nc(N)n2)c1
  i, -16%, -20%, 1, 9%, 0%, 9%, 111%[activator], i
> CCOC(=O)N1CCN(C(=O)c2cc3ccc(OC)cc3[nH]2)CC1
  0%, -20%, -2%, -7, 12%, 0%, 2%, 11%, i
> COC(=O)c1oc2c(c1C)C1(CCC2)SCCS1
  -35%[inhibitor], -37%[inhibitor], -5%, 7, 12%, -3%, ?, ?, i
> CS(=O)(=O)c1ccc(-c2nnc(NC(=O)c3ccc(S(=O)(=O)N4CCCC4)cc3)o2)cc1
  i, 6%, 13%, -1, -13%, -3%, 5%, 1%, i
> C[C@H](NC(=O)[C@H]1N2C(=O)c3ccccc3C2SC1(C)C)C(=O)N1CCC[C@H]1CO (stereo not given in full)
  1%, -11%, 2%, 0, 0%, -1%, 9%, 8%, i
> COc1cc(OC)cc(C(=O)Nc2cccc(NC(=O)c3cc(OC)cc(OC)c3)n2)c1
  -10%, 12%, -11%, 48, 6%, -11%, -3%, -28%, i
> CCc1sc(C(=O)NC)cc1Br
  i, 10%, 13%, -9, 1%, 5%, -8%, 170%[activator], i
> O=C(NCC1CC1)c1ccc2sc([C@@H]3O[C@H](CO)[C@H](O)[C@H](O)[C@H]3O)nc2c1
  -18%, -7%, -26%, 0, 4%, -2%, 7%, 24%, i
> Cn1c(SCC(=O)NCC2CCCO2)ncc(C(=O)Nc2ccc(Cl)cc2)c1=O (stereo not given)
  -24%, 4%, -3%, 6, 7%, 4%, -14%, -15%, i
> O=C1NCCN1Cc1ccc(F)cc1
  i, 11%, 21%, -29, -10%, 3%, -10%, 6%, i
> CCOc1ccc(CNC(=O)c2cnc3sc(N(CC)CC)nn3c2=O)cc1
  i, -9%, 39%, ., ., ., 22%, 10%, .
> CC1CN(S(=O)(=O)c2cccc(C(=O)OC/C(O)=C(\C#N)c3nc4ccccc4[nH]3)c2)CC(C)O1 (stereo not given)
  i, 14%, ., 20, -3%, 2%, 9%, -12%, i
> Cc1ccc(C)c(N2CCN(C(=O)CCCn3c(=O)c4cccn4c4cccnc43)CC2)c1
  -10%, -34%[inhibitor], ?, 8, 2%, -4%, ?, ?, i
> COc1ccc(-c2noc(-c3cccs3)n2)cc1OC
  -1%, -20%, 33%, -2, 26%, -7%, -15%, 10%, i
> Cc1ccccc1OCc1nnc(SCc2cc(=O)[nH]c3ccccc23)o1
  i, -6%, 19%, -17, 8%, -2%, -11%, -22%, i

Arranged by formula weight (smallest number first): part of the list above.
Results follow in this order: PTHR1 ag, Abeta rescue, FUS yeast rescue, DRD3 antagonist, GLP-1R agonist, aSyn yeast inh, TDP-43 yeast inh, GLP1R inv ag, Akt phos inh
> COc1ccc(NC(=O)CCn2cccc2)c(OC)c1
  -19%, -9%, -14%, 7, 6%, 0%, -2%, 2%, i
> Cn1c(N)c(C(=O)COC(=O)c2ccco2)c(=O)n(C)c1=O
  i, -2%, 23%, 15, -6%, 1%, 5%, 6%, i
> O=C(NCCc1ccccc1)C1CCCN1C(=O)Nc1ccccc1 (stereo not given)
  -2%, -1%, -19%, 1, -1%, 3%, 5%, 8%, i
> CCOc1ccc(CNC(=O)c2cnc3sc(N(CC)CC)nn3c2=O)cc1
  i, -9%, 39%, ., ., ., 22%, 10%, .
> COc1cccc(NC(=O)Cc2nnc(SCC(=O)NC(C)c3ccccc3)n2C)c1 (stereo not given)
  i, 5%, 25%, -18, -10%, -1%, 23%, 6%, i

(more compounds)
Results follow in this order: PTHR1 ag, Abeta rescue, FUS yeast rescue, DRD3 antagonist, GLP-1R agonist, aSyn yeast inh, TDP-43 yeast inh, GLP1R inv ag, Akt phos inh
> COCCn1nnnc1C(c1ccc(OC)c(OC)c1)N1CCc2ccccc21 (stereo not given)
  i, 6%, 22%, -12, 12%, 3%, -27%, 55%[activator], i
> CCC(CC)NC(=O)c1cccc(Oc2ccccc2)c1
  -71%[inhibitor], -8%, -27%, 13, 9%, -4%, -10%, ?, i
> CC(C)N(C)c1ncnc2c1ncn2[C@H]1CN(CCc2ccccc2)C[C@@H](CO)O1
  -22%, -2%, -1%, 0, 23%, 1%, 10%, 35%[activator], i
> COc1cccc(NC(=O)COC(=O)c2ccc3c(c2)OCO3)c1
  i, 10%, 4%, 17, -1%, 5%, ?, -11%, i
> COc1ccc(Cl)cc1N1C(=N)SCC1=O
  i, -21%, 7%, 7, 3%, 1%, 3%, 5%, i
> Cc1nc2cc(NC(=O)c3ccc([N+](=O)[O-])s3)ccc2s1
  i, 9%, 5%, 1, -9%, 1%, 0%, 19%, i
> Cc1cccc(Nc2ccc(S(=O)(=O)N3CCOCC3)cc2[N+](=O)[O-])c1
  -19%, -7%, 24%, -15, 11%, 1%, 26%, ?, i
> O=c1cc(CSc2nnnn2-c2ccccc2)[nH]c2[nH]n(-c3ccccc3)c(=O)c12
  -5%, -1%, 24%, 8, 2%, -9%, -10%, 4%, i
> O=C(NCc1ccccc1F)C1CCCN(S(=O)(=O)c2ccc(-n3cnnn3)cc2)C1 (stereo not given)
  1%, -22%, 39%, -19, 4%, -1%, -22%, 19%, i
> CN(C)S(=O)(=O)c1ccc(C(=O)OCc2ccc([N+](=O)[O-])cc2)cc1
  -17%, 0%, -28%, -10, 12%, 4%, 12%, 4%, i
> CC(OC(=O)CN1C(=O)NC2(CCCC2)C1=O)C(=O)c1ccc(C(C)(C)C)cc1 (stereo not given)
  -3%, 15%, 30%, 11, 18%, 9%, 2%, -23%, i
> O=C(O)c1cnc(-c2ccccc2)nc1Sc1ccccc1Cl
  -13%, -1%, 12%, ?, -7%, 5%, 10%, -3%, i
> O=C(Nc1sccc1C(=O)NCc1ccco1)c1cccnc1
  -13%[57.5 µM], -2%, 30%, -21, 35%, 7%, 1%, 77%[activator], i
> COc1ccc(CCN2C(=O)c3ccccc3NC2c2cc(Cl)c(O)c(OC)c2)cc1 (stereo not given)
  -20%, 10%, 36%, 0, 19%, 2%, 5%, ?, i

2 neighbouring entries out of the list so far, quoted:
Results follow in this order: PTHR1 ag, Abeta rescue, FUS yeast rescue, DRD3 antagonist, GLP-1R agonist, aSyn yeast inh, TDP-43 yeast inh, GLP1R inv ag, Akt phos inh
> O=C(Nc1sccc1C(=O)NCc1ccco1)c1cccnc1
  -13%[57.5 µM], -2%, 30%, -21, 35%, 7%, 1%, 77%[activator], i
> COc1ccc(CCN2C(=O)c3ccccc3NC2c2cc(Cl)c(O)c(OC)c2)cc1 (stereo not given)
  -20%, 10%, 36%, 0, 19%, 2%, 5%, ?, i
